# Bioassay records as filed in PubChem.
# GSTO1 counter = GSTO1 inhibition, counter-screen for RBBP9 inhibitors; AID 1974; 1.1% of 300,000 active; inhibition, % at 5.96 µM; recombinant GSTO1, activity-based probe fluorescence polarization;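 active = inhibition above the campaign mean inhibition plus 3 SD, cut at about 35% in these data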;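 also: 0% = GSTO1-1 with DMSO and 100% = wells lacking GSTO1-1 enzyme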
# LYPLA1 counter = counter-screen for PME1 inhibitors: inhibitors of human LYPLA1; recombinant LYPLA1, FP-Rh probe fluorescence polarization; inhibition, % at 5.9 µM; 0.16% of 320,000 active;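 active = inhibition above the mean of all tested compounds plus 3 SD, set per campaign, cut at about 14% in these data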;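 also: inhibitors block serine hydrolase probe labeling of LYPLA1 so polarization falls; 0% = enzyme with DMSO and 100% = wells lacking LYPLA1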
# LYPLA2 counter = LYPLA2 (human) inhibition in PME1 counter-screen | AID 2177 | recombinant LYPLA2, FP-Rh probe fluorescence polarization | 0.38% of 320,000 active | inhibition, % at 5.9 µM | O95372;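 active = inhibition above the screen-wide mean plus 3 SD, limit set per campaign, cut at about 26% in these data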;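 also: 0% = LYPLA2 with DMSO and 100% = wells lacking LYPLA2 enzyme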
# Target sequence (O95372 whole entry, looked up): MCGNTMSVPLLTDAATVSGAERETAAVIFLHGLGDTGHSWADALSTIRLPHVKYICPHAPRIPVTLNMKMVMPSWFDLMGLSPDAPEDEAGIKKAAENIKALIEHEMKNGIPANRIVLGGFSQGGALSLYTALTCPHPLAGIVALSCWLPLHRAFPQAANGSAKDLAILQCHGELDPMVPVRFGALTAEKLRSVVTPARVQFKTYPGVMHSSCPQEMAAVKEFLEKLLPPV
# pPAFAH inh = inhibitors of human plasma PAF acetylhydrolase (pPAFAH); Q13093; recombinant pPAFAH, FP-rhodamine probe fluorescence polarization; inhibition, % at 3.39 µM; 1.5% of 330,000 active;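 active = inhibition above the mean inhibition across the screen plus 3 SD, cut at about 25% in these data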;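 also: inhibitors block binding of the rhodamine activity-based probe so polarization drops; 0% = enzyme with DMSO and 100% = wells lacking pPAFAH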
# Target sequence (Q13093 whole entry, looked up): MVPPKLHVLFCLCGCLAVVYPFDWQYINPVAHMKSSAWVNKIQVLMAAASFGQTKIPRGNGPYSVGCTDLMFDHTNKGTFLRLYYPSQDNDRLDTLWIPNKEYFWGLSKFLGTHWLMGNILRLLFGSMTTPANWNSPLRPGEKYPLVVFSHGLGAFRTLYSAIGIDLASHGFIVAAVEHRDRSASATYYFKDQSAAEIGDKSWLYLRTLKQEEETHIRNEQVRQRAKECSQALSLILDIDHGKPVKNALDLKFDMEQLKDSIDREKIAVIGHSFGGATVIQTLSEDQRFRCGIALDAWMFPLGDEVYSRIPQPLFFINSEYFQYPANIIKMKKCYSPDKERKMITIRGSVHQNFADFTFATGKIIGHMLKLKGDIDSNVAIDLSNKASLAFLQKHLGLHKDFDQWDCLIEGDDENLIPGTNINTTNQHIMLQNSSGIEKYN
# PME-1 inh = PME-1 (human) inhibition. AID 2130. Q9Y570. 0.53% of 320,000 active. recombinant PME-1, FP-Rh probe fluorescence polarization. inhibition, % at 5.9 µM;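 active = inhibition above the campaign mean of all compounds plus 3 SD, cut at about 26% in these data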;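 also: competitive labeling of PME-1 active site by serine hydrolase directed probe; 0% = PME-1 with DMSO and 100% = wells lacking PME-1 enzyme; inhibitors block probe labeling so polarization falls and inhibition rises; many of its hits are not listed in these tables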
# PAFAH1B2 FP inh = inhibitors of human PAFAH1B2; P68402; recombinant PAFAH1B2, FP-rhodamine activity probe, fluorescence polarization; inhibition, % at 3.39 µM; 1.2% of 340,000 active; AID 492953;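 active = inhibition above the mean of all tested compounds plus 3 SD, cut at about 24% in these data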;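 also: 0% = enzyme with DMSO and 100% = wells lacking PAFAH1B2; many of its hits are not listed in these tables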
# PAFAH1B3 FP inh = PAFAH1B3 (human) inhibition | Q15102 | recombinant PAFAH1B3, FP-rhodamine probe, fluorescence polarization | inhibition, % at 3.39 µM | 0.28% of 340,000 active;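 active = inhibition above the screen-wide average of all tested compounds plus 3 SD, cut at about 25% in these data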;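 also: 0% = enzyme with DMSO only and 100% = wells lacking PAFAH1B3 protein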
# Target sequence (Q15102 whole entry, looked up): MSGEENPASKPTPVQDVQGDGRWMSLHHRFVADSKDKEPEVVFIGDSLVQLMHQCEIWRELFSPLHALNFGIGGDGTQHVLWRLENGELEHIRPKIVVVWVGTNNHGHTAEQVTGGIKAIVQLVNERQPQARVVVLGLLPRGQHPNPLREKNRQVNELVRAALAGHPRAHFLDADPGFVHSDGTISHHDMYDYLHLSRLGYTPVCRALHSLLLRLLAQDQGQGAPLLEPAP
# PREPL inhibitor = human PREPL enzyme inhibition | inhibition, % at 5.96 µM | recombinant PREPL, fluorescence polarization activity-based probe | AID 2751 | 0.68% of 320,000 active; in the data active = inhibition above about 43%;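 also: 0% = enzyme with DMSO and 100% = wells lacking enzyme; many of its hits are not listed in these tables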
# PAD4 inh = inhibitors of human PAD4. Q9UM07. recombinant PAD4, RCA probe fluorescence polarization. inhibition, % at 6.36 µM. 0.41% of 330,000 active;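 active = percent inhibition above a cutoff equal to the mean of all tested compounds plus 3 SD, cut at about 15% in these data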;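 also: 0% = PAD4 with RCA probe and DMSO and 100% = probe without PAD4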
# Active calls of the source: *; x = not tested or not shown.
mol	PAFAH1B3 FP inh	PME-1 inh	LYPLA1 counter	PAD4 inh	LYPLA2 counter	GSTO1 counter	PAFAH1B2 FP inh	pPAFAH inh	PREPL inhibitor
O=c1c2c(nc3cc(-c4cccc(Cl)c4)[nH]n13)CCCC2	-1.5	-90.7	0.2	1.6	-2.6	-6.2	3.2	0.1	16.1
COc1ccc(N2C(=O)C3CC(C)=C(C)CC3C2=O)c(OC)c1 (stereo unspecified)	10.8	0.0	3.6	-0.8	7.3	-2.4	3.7	5.8	1.5
Cc1cccc(NC(=O)CCC(=O)c2cccs2)n1	6.1	-0.2	-1.3	6.9	0.1	6.7	-0.3	6.3	7.7
CC(C)(C)C(=O)C[n+]1cccc(C(N)=O)c1	7.3	7.8	-3.2	-0.9	-3.9	-1.4	2.7	-1.7	12.5
N/C(=N/OCc1cccc([N+](=O)[O-])c1)c1nonc1N	2.1	2.3	-1.1	-0.2	2.2	2.1	3.7	1.9	-9.1
CC1(C)Cc2cccc(OCC(=O)O)c2O1	-0.7	-1.4	1.1	-2.7	1.6	-1.4	4.8	-0.6	0.7
C=CCNC(=O)[C@@H]1CSC2c3ccc(OC)c(OC)c3C(=O)N21 (stereo partly specified)	6.5	-6.8	-0.3	-6.9	-0.2	-0.3	-0.5	2.2	-4.8
O=C(Nc1ccon1)C1CCN(S(=O)(=O)c2cccs2)CC1	5.0	3.7	0.7	-2.7	-6.8	-0.2	4.2	1.3	2.0
CCn1c(C(c2ccccc2)c2ccccc2)n[nH]c1=S	0.2	2.5	0.7	-0.7	4.6	0.8	17.1	-2.2	18.0
COC(=O)c1ccc(COC(=O)CNC(=O)c2ccco2)cc1	8.4	-3.9	1.3	-2.5	1.8	3.5	5.3	-1.1	4.0
O=C(O)CCn1nnc(-c2ccccc2)n1	x	2.9	0.1	-0.1	-5.5	1.5	x	6.4	9.6
O=S(=O)(Nc1ccccc1N1CCCCC1)c1ccc(F)cc1	x	2.8	-2.1	1.4	0.4	1.9	x	0.7	16.1
O=C(Nc1ccc(Oc2ccc(NC(=O)Nc3ccc([N+](=O)[O-])cc3)cc2)cc1)Nc1ccc([N+](=O)[O-])cc1	5.2	15.3	-3.3	-3.4	5.1	1.2	-0.6	3.4	20.5
COc1ccc(C2CC(c3ccc(Cl)cc3)=NN2C(C)=O)cc1 (stereo unspecified)	3.8	5.8	3.3	-9.0	5.3	3.0	7.0	3.6	-31.6
O=C1c2cccc3c(O)ccc(c23)C(=O)N1Cc1ccccc1	35.4*	26.0	21.3*	40.0*	31.3*	9.3	26.3*	31.2*	19.7
CC(=O)Nc1ccc(NC(=O)CSc2nnc(-c3ccccc3)n2Cc2ccc3c(c2)OCO3)cc1	-3.8	-8.3	1.3	2.3	7.3	6.6	3.6	4.5	10.5
Cc1c(C(=O)NCc2ccccn2)oc2ccc(Br)cc12	4.4	-6.0	-4.4	0.1	-7.5	-8.5	-3.2	1.9	-2.1
O=C(Nc1ccc(O)c2c(=O)cc(-c3cccc(Cl)c3)oc12)c1ccc(F)cc1	1.4	-0.3	-5.7	1.3	-6.5	8.7	0.1	-7.3	3.3
CCCCSc1nc2c(c(=O)[nH]c(=O)n2C)n1CCc1ccccc1	-6.3	-3.3	-1.9	-5.0	-3.6	2.8	4.3	-2.3	-5.4
C=CCn1cccc(C(=O)Nc2ccc(Cl)cc2)c1=O	5.9	-6.3	-2.9	-0.7	2.1	1.2	5.2	7.9	-0.4
CC(=O)O[C@H]1[C@@H](O)[C@H](O)[C@H](Oc2c(O)c(C)c3c4c2[C@@H](C)CC[C@@H]4[C@@H](C)C[C@H]3C=C(C)C)O[C@H]1C	0.5	x	x	1.4	x	x	7.9	10.0	8.9
CC(C)NC(=O)c1ccc(OC2CSC2)cc1	1.2	-3.9	-4.4	-4.9	0.4	-2.1	6.0	0.6	3.7
CC1=NOC(=O)/C1=C/c1ccc(N(C)C)cc1	x	2.3	-0.3	2.9	5.1	2.8	x	-1.0	6.2
COc1ccc(N(CC(=O)NCC2CCCO2)C(=O)CCC(=O)Nc2nccs2)c(OC)c1 (stereo unspecified)	2.5	-0.2	0.9	-1.5	6.2	4.1	-0.9	2.8	0.3
CC(=O)NCC(=O)OCN1C(=O)c2ccccc2C1=O	-2.0	-0.3	1.9	-0.9	7.8	36.0*	7.7	2.0	-9.5
COc1cccc(C(=O)NCCN2CCN(c3ccccc3)CC2)c1	12.8	-7.7	-2.1	3.2	0.4	-0.6	-0.4	-4.1	19.9
CCOC(=O)C1=C(N)n2c(s/c(=C\c3cccnc3)c2=O)=C(C(=O)OC)C1c1cccnc1 (stereo unspecified)	5.0	-1.3	3.8	-2.2	4.6	6.0	4.5	8.1	-5.0
Cc1cc(C)nc(SCCS(=O)Cc2ccc(Cl)cc2)n1 (stereo unspecified)	-0.9	2.4	-3.1	-3.0	-0.6	-3.5	3.5	22.1	9.4
Cc1ccc(N2C(=O)N(C(C)C)C(C)(C)CC2(C)O)cc1 (stereo unspecified)	7.0	1.9	-0.5	6.0	-4.0	5.9	2.5	1.0	-0.7
CCN1C(=O)C(CC(=O)NCc2ccc(Cl)cc2)N(CC)C1=O (stereo unspecified)	4.7	0.1	0.0	1.5	-3.3	0.6	2.7	1.8	0.9
COC(=O)COc1cccc2c(=O)n(CC(=O)NCc3ccccc3)ccc12	2.0	-7.5	0.9	-3.3	2.2	-2.4	3.1	2.7	-4.6
NS(=O)(=O)c1cccc(NC(=O)COC(=O)c2ccccc2C(=O)c2ccccc2)c1	-3.6	1.5	3.2	3.3	4.6	x	-3.0	8.0	-11.0
O=C(c1ccc(C#CC2(O)CCCCC2)cc1)N1CCN(C(c2ccccc2)c2ccccc2)CC1	-3.8	-5.4	-3.0	-5.4	-4.2	-8.8	-2.3	6.6	-16.5
O=S(=O)(c1ccc(Br)cc1)N1CCN(c2ccccc2)CC1	7.8	7.6	0.3	-4.8	-1.4	4.8	19.0	1.6	-61.2
CC(=O)c1ccc(-c2ccc(-c3cc(=O)oc4c(C(C)C)ccc(C)c34)cc2)cc1	9.5	x	x	-1.1	x	x	1.1	8.9	x
CC1CN(C2CCN(C(=O)c3ccccc3)CC2)CC(C)O1 (stereo unspecified)	9.4	-2.6	-3.2	-1.3	3.5	-5.0	1.5	7.5	3.9
CCNC(=S)Nc1ccc(C)c(Cl)c1	-3.0	2.9	-3.1	0.6	-8.3	3.8	2.3	2.3	9.6
COC(=O)c1ccc(NC(=O)CN2CCN(c3ccccn3)CC2)cc1	6.8	-2.5	-1.8	-4.0	1.7	1.1	-0.5	2.7	-5.5
CCN1/C(=C/C=C/C=C/C=C/c2sc3ccccc3[n+]2CC)Sc2ccccc21	-29.2	-48.1	-19.1	-38.2	-43.7	-30.8	-15.2	2.5	-16.2
Cc1ccsc1C(=O)NNC(=O)c1ccc(NS(=O)(=O)c2cccs2)cc1	2.6	3.5	2.0	-1.4	6.0	7.1	9.5	18.7	5.5
COC(=O)c1ccc2c(=O)n(C3CCCCC3)c(SCC#N)nc2c1	0.1	1.1	0.6	-3.7	-2.4	0.7	1.1	0.3	1.6
CCOc1ccc(C2C=C(c3ccccc3)Nc3nnnn32)cc1 (stereo unspecified)	-6.6	-3.4	2.0	-1.1	2.5	-3.9	3.4	-1.5	-113.7
CCNc1nc(ON=C(C)C)nc(N(C)C)n1	0.4	0.4	-3.1	-2.1	-8.0	1.6	1.1	-5.2	14.4
CC(C)OC(=O)c1cc2c(ccn2C)n1CC(=O)N(Cc1ccccc1)c1ccccc1	2.1	10.4	-0.8	-2.5	2.7	1.9	4.5	-3.3	10.3
CCNC(=S)NNC(=O)c1ccc(S(=O)(=O)NCc2ccco2)cc1	1.0	x	x	-1.1	x	x	5.6	1.5	11.4
CCCSc1nnc2n(N)c(=O)c3ccccc3n12	-0.9	-1.9	2.5	-6.6	7.8	4.4	1.2	4.3	-4.7
COc1ccc(CCNC(=O)CCCn2c(=O)c3cccn3c3cccnc32)c(OC)c1OC	9.9	2.7	2.2	-2.4	4.6	-5.0	8.2	9.6	2.7
Cn1nccc1C(=O)N1CCCC(C(=O)c2cccc3ccccc23)C1 (stereo unspecified)	1.1	4.7	-0.5	-4.0	1.8	0.4	5.4	-1.4	8.3
CCOc1cc(CNCCSc2nnnn2C)cc(Br)c1OCc1ccc(F)cc1	1.6	0.1	-3.0	-0.3	-1.8	4.2	-0.5	9.4	-57.0
Cc1ccc([N+](=O)[O-])c(NC2OC(CO)C(O)C2O)c1 (stereo unspecified)	9.3	4.3	4.0	2.3	1.8	4.3	3.4	2.5	17.3
CCc1nnc(NS(=O)(=O)c2ccc(N)cc2)s1	6.1	1.1	2.9	0.8	3.8	9.5	-4.5	3.5	3.4
C[C@H]1CN([C@@H](C)CO)C(=O)c2cccc(NC(=O)c3ccc(-c4nccs4)cc3)c2O[C@@H]1CN(C)C(=O)NC1CCCCC1	5.1	x	x	-0.2	x	x	4.9	0.1	14.7
CC(C)C(=O)Nc1nnc(SCc2cccc(F)c2)s1	3.4	-0.1	0.6	-6.1	8.1	7.8	2.2	6.6	-0.4
COc1cccc(Oc2ncnc(N)c2[N+](=O)[O-])c1	7.9	2.0	0.4	0.3	7.0	4.7	5.0	0.3	3.1
COc1ccc(NS(=O)(=O)c2ccc(Oc3ncccn3)cc2)cc1	3.4	4.9	-2.4	-1.5	0.8	4.8	-1.5	14.0	-4.4
CCC(C)(C)NC(=O)C(c1ccc(O)cc1)N(C(=O)Cn1nnc2ccccc21)c1ccc(NC(C)=O)cc1 (stereo unspecified)	5.3	-0.9	0.0	3.0	0.5	7.5	-1.0	1.4	12.7
COc1cc(/C=N/NS(=O)(=O)c2ccc(C(C)(C)C)cc2)cc([N+](=O)[O-])c1O	14.9	3.0	-1.4	-0.6	0.7	50.2*	32.7*	1.9	-20.7
CCOc1cccc(N2C(=O)CC(N3CCC(C(N)=O)(N4CCCCC4)CC3)C2=O)c1 (stereo unspecified)	-0.3	2.4	-0.1	-1.4	-9.3	-4.0	5.5	0.8	-3.2
COC(=O)c1ccc(NC(=O)c2cccc(OC)c2)cc1	0.9	-5.9	-1.6	-2.5	-4.0	-7.1	2.6	-1.8	-0.8
CCC(C)N1CCC2(CC1)N=c1c(c3c4c5c(C)c(O)c3c(O)c1=NC(=O)C(C)=CC=C[C@H](C)[C@H](O)[C@@H](C)[C@@H](O)[C@@H](C)[C@H](OC(C)=O)[C@H](C)[C@@H](OC)C=CO[C@@](C)(O5)C4=O)N2 (stereo partly specified)	11.9	3.3	1.1	0.2	-6.0	16.0	12.1	7.6	7.2
CCCCNS(=O)(=O)C1CCS(=O)(=O)C1 (stereo unspecified)	4.2	4.0	3.1	-0.7	7.6	5.5	-4.9	-3.2	6.1
Cc1cc(F)ccc1NS(=O)(=O)c1c(C)nc2scc(C)n2c1=O	1.6	-5.3	-1.4	0.4	-1.2	-1.5	0.2	-3.5	-18.7

# Only part of the results is shown. The share of hits here may be higher or lower than overall.
